EPAC1 ag – agonists of human EPAC1; Potency, µM (highest dose often 154 µM), for the others: top-dose activation, hits mostly activators; hit rate 0.073% among 360,000; O95398; AID 720707; EPAC1 agonist qHTS, biochemical assay; response scale: 100% = response to 6.5 mM cAMP; also: potency is read from the fitted curve at half-maximal effect; nearly all actives have a fitted effect of over 60% in size
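EPAC1 100 nM, Rap1B–BODIPY-GDP 250 nM, unlabeled GDP 50 uM; compound titration; 5 min RT; kinetic read ex480/em540 at 5-min intervals ×30 min; data normalized to 6.5 mM cAMP agonist control.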
aSyn yeast inh – rescues yeast growth from alpha-synuclein toxicity; Yeast expressing alpha-synuclein, growth rescue, BacTiter-Glo, 24 h; Potency, µM (series often up to 46.1 µM), inactives show top-dose growth rescue (activation), usual class: activators; hit rate 0.14% among 370,000; also: potency is read from the fitted curve at half-maximal effect; % of control where 0% means no effect; nearly all actives have a fitted effect of over 65% in size
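Screening used galactose-induced yeast with toxic alpha-synuclein levels, exposed to compound for 24 hr at 30 deg C. Cell growth, read with BacTiter-Glo luminescence, gave the measured signal.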
FUS suppressor – FUS proteinopathy suppression in yeast | S. cerevisiae FUS-expressing, growth rescue, OD600, 24 h | Potency, µM (series often up to 76.6 µM), inactives show top-dose growth rescue (activation), actives largely listed as activators | hit rate 0.24% among 390,000 | AID 1347120;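 also: potency is read from the fitted curve at half-maximal effect; plate controls were DMSO vehicle for no effect and reference control for full effect; nearly all actives have a fitted effect of over 55% in size; some results filed as inactive show a strong effect at the top dose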
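Yeast expressing FUS under galactose induction, OD 0.005 in 2% galactose medium; compounds in a dilution series, 24 h at 30C. Growth rescue by absorbance at 600 nm; CP55940 positive control, DMSO negative.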
IL-2 act – IL-2 activation. IL-2 activation reporter assay, cell-based qHTS; stimulated with anti-CD3/CD4/CD28 beads; in transgenic mouse T cells. activation, % (series mostly up to about 46 µM). hit rate 0.065% among 360,000; in the data active = activation above about 50%; inconclusive = mostly about 30% to 49%; also: 0% is about no effect
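EGFP and DsRed fluorescence is measured by plate cytometry in unstimulated transgenic mouse T cells exposed to compound for 60 minutes, then stimulated 18 hours at 37 degrees C with anti-CD3/anti-CD4 beads plus anti-CD28.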
WRN helicase inh – blocks human WRN helicase. hit rate 0.46% among 360,000. WRN helicase unwinding, fluorescent forked duplex, kinetic. Q14191. Potency, µM (doses to about 114 µM), for inactives: at the top dose activity change, negative = inhibition, hits mostly inhibitors; also: potency is read from the fitted curve at half-maximal effect; % is scaled to controls: 0 for no effect and ±100 for the full control effect; nearly all actives have a fitted effect of over 55% in size
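Primary qHTS, 1536-well format. 20 nM WRN + compound, 15 min RT; start with 100 nM forked fluorophore/quencher duplex, 2 mM ATP (final); kinetic read ex 525/em 598 nm.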
PLK1 PBD inh – blocks phosphopeptide binding to human PLK1 polo-box domain; P53350; Plk1 PBD binding of FITC phosphopeptide, fluorescence polarization; Potency, µM, for inactives: max response, negative = inhibition, most hits filed as inhibitors; hit rate 2.8% among 360,000; AID 720504; also: potency is read from the fitted curve at half-maximal effect; series mostly up to about 57 µM; % is scaled to controls: 0 for no effect and ±100 for the full control effect; nearly all actives have a fitted effect of over 65% in size
Target sequence (P53350 whole entry, looked up, the tested form may be a part): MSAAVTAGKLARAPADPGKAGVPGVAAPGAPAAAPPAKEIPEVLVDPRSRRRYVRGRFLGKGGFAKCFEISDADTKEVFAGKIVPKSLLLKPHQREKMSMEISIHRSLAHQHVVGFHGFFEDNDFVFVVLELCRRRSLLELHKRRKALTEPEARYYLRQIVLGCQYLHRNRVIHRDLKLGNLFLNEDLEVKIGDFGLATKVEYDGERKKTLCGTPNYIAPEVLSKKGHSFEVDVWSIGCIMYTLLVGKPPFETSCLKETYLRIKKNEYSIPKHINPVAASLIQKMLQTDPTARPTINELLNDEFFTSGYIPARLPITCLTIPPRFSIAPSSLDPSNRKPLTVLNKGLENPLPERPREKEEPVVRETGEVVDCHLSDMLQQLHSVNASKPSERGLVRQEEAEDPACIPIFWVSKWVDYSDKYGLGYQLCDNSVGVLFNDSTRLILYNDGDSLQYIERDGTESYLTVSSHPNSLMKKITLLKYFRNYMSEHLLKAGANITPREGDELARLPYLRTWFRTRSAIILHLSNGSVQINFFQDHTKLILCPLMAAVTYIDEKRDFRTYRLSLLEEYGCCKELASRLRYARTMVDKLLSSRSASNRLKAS
Abeta yeast res – restores growth of yeast expressing A-beta42 peptide | AID 1347071 | hit rate 0.063% among 410,000 | Potency, µM (highest dose often 46.1 µM), without a hit: at the highest dose growth rescue, usual class: activators | yeast expressing A-beta42, growth rescue, OD600, 48 h; response scale: 0% DMSO, 100% iron-clioquinol control; also: potency is read from the fitted curve at half-maximal effect; nearly all actives have a fitted effect of over 55% in size
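Yeast growth medium received pinned compounds, then yeast cells expressing toxic A-beta were added; plates incubated at 30 C for 48 hr. Growth read as absorbance at 600 nm, normalized to DMSO and equimolar FeCl3 plus clioquinol controls.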
PI5P4K alpha inh – PI5P4K alpha (human) kinase inhibition; P48426; PI5P4Kalpha enzyme, ADP-Glo luminescence, 60 min; hits give low values; max response, %; hit rate 1.2% among 330,000; AID 652105; active = max response of -50% or lower; inconclusive = between -30% and -50%; inactive = -30% or higher; also: value at the top dose of about 77 µM; % is scaled to controls: 0 for no effect and ±100 for the full control effect
Target sequence (P48426 whole entry, looked up): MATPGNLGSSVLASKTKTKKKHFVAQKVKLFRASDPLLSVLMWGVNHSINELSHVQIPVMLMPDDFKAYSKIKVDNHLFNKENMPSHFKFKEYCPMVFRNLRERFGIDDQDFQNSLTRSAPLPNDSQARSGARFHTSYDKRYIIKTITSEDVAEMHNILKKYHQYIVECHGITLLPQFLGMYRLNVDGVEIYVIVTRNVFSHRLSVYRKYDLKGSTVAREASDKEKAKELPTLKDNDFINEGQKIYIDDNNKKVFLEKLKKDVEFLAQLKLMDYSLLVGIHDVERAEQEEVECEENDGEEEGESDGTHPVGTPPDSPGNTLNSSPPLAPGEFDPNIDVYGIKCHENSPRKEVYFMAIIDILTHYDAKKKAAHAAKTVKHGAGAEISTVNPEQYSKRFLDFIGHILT
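Single end-point luminescence (ADP-Glo) quantified ADP from PI5P4Kalpha turnover; ATP 5 microM final, 1 h at RT, 0.1% CHAPS and 0.28 mM EGTA in HEPES pH 7.4.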
EPAC1 antag – blocks human EPAC1 exchange factor; O95398; EPAC1 GEF assay, Rap1b-BODIPY-GDP exchange fluorescence; Potency, µM (highest dose often 115 µM), inactives show at the highest dose activity change, negative = inhibition, hits mostly inhibitors; hit rate 0.14% among 360,000; AID 720709;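 also: potency is read from the fitted curve at half-maximal effect; plate controls were vehicle for no effect and positive control for full effect; nearly all actives have a fitted effect of over 50% in size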
* marks the source's active call; other numbers are inactive results; u = inconclusive; x = no result given; [ ] = dose if it differs, or a comment. Unless noted, calls follow the shape of the dose curve; as a rule, active = well fitted curve in the direction sought with a large enough effect; inconclusive = small, poorly fitted or top-dose-only effect, or another doubt; inactive = no such curve, though single readings can be large; an effect the other way counts as inactive or inconclusive.

SMILES	EPAC1 ag	aSyn yeast inh	FUS suppressor	IL-2 act	WRN helicase inh	PLK1 PBD inh	Abeta yeast res	PI5P4K alpha inh	EPAC1 antag
COc1ccc(N(C)C(=O)c2cnc(N3CCN(c4ncccn4)CC3)c3ccccc23)cc1	0%	0%	0%	-1.5	5%	-2%	6%	3	9%
O=C(Cn1nc(-c2ccccc2)ccc1=O)N1CCCCC1	8%	4%	-2%	-0.1	10%	-10%	9%	-2	11%
Cc1cccc(C(=O)NCC(c2cccs2)N2CCOCC2)c1 (configuration not stated)	-12%	-2%	4%	0.5	-17%	-6%	14%	-4	-5%
Cc1ccsc1C(=O)OCC(=O)N1CCN(c2ccccc2)CC1	2%	12%	-3%	-0.6	3%	-15%	-4%	-3	-8%
CC(=O)OC1COC(N2CCc3cc(Br)c([N+](=O)[O-])cc32)C(OC(C)=O)C1OC(C)=O (configuration not stated)	9%	-14%	20%	-1.4	2%	0%	15%	x	6%
Cc1ccc(N2C(=O)CN(Cc3cccs3)C2=S)cc1C	-4%	0%	10%	1.9	3%	4%	13%	-19	17%
O=C(CN1C(=O)CCC1=O)Nc1nc2c(F)cc(F)cc2s1	-7%	-2%	-22%	-1.5	8%	2%	2%	-8	13%
NC(=O)c1c(NC(=O)CSc2nc3c(c(C(F)(F)F)n2)CCc2ccccc2-3)sc2c1CCCC2	5%	-3%	9%	-0.3	4%	-9%	-6%	x	20%
O=C(Cc1ccc(-c2ccccc2)cc1)NNC(=S)NCc1ccco1	1%	-2%	16%	0.0	-3%[57.1 µM]	-8%	-1%	-6	-2%
O=C1c2cc(Br)ccc2N(Cc2ccc(Br)cc2)S(=O)(=O)C1c1cc(Cl)c(Cl)cc1[N+](=O)[O-] (configuration not stated)	-10%	-31%[inhibitor]	15%	-0.2	u	21µM*	2%	-61*	56µM*
CCCCCC[n+]1c(-c2ccccc2)csc1Nc1ccccc1	0%	-25%	x	1.5	-8%	5%	-56%[inhibitor]	23	4%
CCN1C(=O)/C(=C\c2ccc(F)cc2)N=C1SCC(=O)NCc1ccco1	-8%	3%	x	-1.6	-16%	-10%	-3%	3	-17%
COC(=O)COc1ccc(S(=O)(=O)Nc2ccc3c(c2)OCO3)cc1	3%	4%	8%	-0.6	-11%	-4%	13%	x	0%
Cc1cc2oc(=O)c3c(c2cc1OCc1nn[nH]n1)CCCC3	3%	0%	29%	-1.2	-25%	-4%	14%	x	-8%
Cn1ccc(C(=O)OCC(=O)Nc2cccc3ccccc23)n1	2%	1%	1%	-1.1	2%	2%	-19%	4	-26%
C=CCNC(=O)c1onc(CSc2ccc(F)c(F)c2)c1C(=O)O	-10%	0%	-20%	0.2	2%	-12%	0%	-15	-2%
Cc1ccc(S(=O)(=O)Nc2cccc(C(=O)NCC3(N4CCCCC4)CCCCC3)c2)cc1F	5%	-1%	6%	-1.2	3%	-6%	1%	1	-6%
CNC(=O)c1c(NC(=O)c2ccco2)sc2c1CCCC2	-15%	1%	-3%	-2.3	-12%	-2%	-27%	-8	-3%
COC(=O)c1ccccc1NC(=O)CSc1nncn1-c1cccnc1	2%	2%	1%	-0.3	9%	-7%	-15%	-13	-8%
Cc1ccc(S(=O)(=O)N2CCN(C(=O)CSc3nc4ccccc4c(=O)[nH]3)CC2)c(C)c1	-2%	0%	1%	-0.6	-4%	u	0%	-8	-3%
COc1ccc(NC(=O)Cn2nnc(-c3ccccc3NC(=O)c3cccs3)n2)cc1	-3%	4%	16%	0.6	0%	-1%	5%	4	-10%
COC(=O)[C@@H](Cc1ccccc1)NC(=O)CC[C@H]1O[C@@H](n2cc(C)c(=O)[nH]c2=O)C[C@@H]1O	0%	1%	-28%	-0.1	-3%	-15%	9%	0	-7%
COc1ccccc1NC(=O)C1CCC(CNc2c(N3CCCCC3)c(=O)c2=O)CC1 (configuration not stated)	11%	1%	-1%	0.1	-5%	0%	-1%	0	-7%
Cc1cc(C)c(C)c(S(=O)(=O)NCc2ccc(C(=O)N3CCCCC3)cc2)c1C	1%	19%	10%	1.6	3%	-22%	-1%	1	-7%
CCOc1cc(/C=C2/SC(=S)N(Cc3ccccc3)C2=O)ccc1O	20%	7%	22%	1.1	35µM*	13%	-10%	6	-8%

Going on with the list:
SMILES	EPAC1 ag	aSyn yeast inh	FUS suppressor	IL-2 act	WRN helicase inh	PLK1 PBD inh	Abeta yeast res	PI5P4K alpha inh	EPAC1 antag
COC(=O)c1ccccc1S(=O)(=O)NC(=O)c1ccccc1	12%	1%	u	-0.4	-8%	-14%	5%	-1	-4%
CC1CCN(CCCNC(=O)C2CCN(S(=O)(=O)N3CCCCC3)CC2)CC1	9%	-1%	-14%	0.4	-2%	-13%	8%	x	0%
CCOC(=O)c1sc(C)c2c(=O)n(CCc3ccccc3)nnc12	0%	3%	17%	5.4	-7%	-6%	9%	4	-16%
CCCCn1nc(C(=O)N2CCN(S(=O)(=O)c3ccccc3)CC2)c2ccccc2c1=O	-24%	-20%	15%	-0.4	6%	1%	-16%	-4	-16%
CN(C)c1ccc(C2CNC(c3ccc(Cl)c([N+](=O)[O-])c3)c3[nH]c4ccccc4c32)cc1 (configuration not stated)	5%	3%	u	0.5	-6%	3%	-6%	-1	-6%
CCCC(=O)c1cc(F)c(N2CCN(CCC#N)CC2)cc1C	-2%	1%	-3%	-0.4	-1%	-1%	2%	0	-10%
NC(=S)Nc1cccc(O)c1	11%	5%	-23%	-1.4	5%	-5%	2%	4	10%
CCc1cc(CNC(=O)C2CCC(=O)N(CCc3cccc(F)c3)C2)on1 (configuration not stated)	9%	0%	x	-4.2	-30%	-5%	-9%	-1	-9%
CCC(=O)c1ccc(N2CCN(C(=O)COc3ccc(F)cc3)CC2)c(F)c1	8%	-8%	20%	0.2	-3%	-1%	-21%	14	1%
Cc1ccc(-n2nc3c(c2NC(=O)c2ccco2)CS(=O)C3)cc1 (configuration not stated)	-4%	-3%	21%	-3.8	-28%	-10%	12%	0	15%
O=C(Nc1ccc(Cl)cc1)N1CCSc2ccccc21	11%	-4%	3%	-2.4	3%	-4%	5%	-1	0%
O=C(C1CCN(Cc2ccc(OCc3ccccc3)cc2)CC1)N1CCCC1	-1%	1%	13%	-1.8	5%	-2%	22%	x	2%
COc1ccc(OC)c(/C=N/NC(=O)c2cccc3ccccc23)c1	9%	1%	-9%	-0.8	0%	-4%	-9%	1	10%
CC(C)N1CCN(Cc2ccc(C#CCCO)cc2)CC1CCO (configuration not stated)	1%	-1%	-25%	-1.5	2%	-6%	-11%	5	-7%
Cc1ccc(C(=O)N2CCN(CCNC(=O)C(=O)Nc3ccc(Cl)cc3)CC2)cc1	-2%	-1%	0%	-1.2	-1%	-12%	6%	6	-21%
CCOc1ccc(CN2CCN(Cc3cc4c(cc3Cl)OCO4)CC2CCO)cc1 (configuration not stated)	3%	6%	14%	-1.4	-4%	-16%	2%	0	u
COC(=O)c1ccc(NC(=O)C2C3C=CC(C3)C2C(=O)O)cc1 (configuration not stated)	13%	-6%	-9%	-0.1	-2%[57.1 µM]	-14%	-9%	1	13%
COC(=O)c1c(SCC(=O)Nc2ccc(C)c(C)c2)nc(=O)[nH]c1C	-1%	-1%	8%	-1.7	-6%	u	2%	3	0%
COCCNC(=O)C1(C)Cc2c(-c3ccc(NC(C)=O)cc3)ccnc2O1 (configuration not stated)	-12%	-2%	-22%	-0.1	1%	-5%	13%	-3	6%
CCc1nc2c(OCC(=O)N(C)C)cccn2c1N(C=O)Cc1ccc(OC)cc1	0%	-7%	-2%	1.5	-7%	-6%	4%	0	-8%
O=C(COc1ccccc1Cl)Nc1ccccc1C(=O)NC1CC1	u	5%	10%	-0.4	9%	-1%	14%	-8	-10%
Cc1ccc(-n2c(-c3cccc(C)c3)n[nH]c2=S)cc1	1%	-11%	4%	-1.2	-11%	-9%	5%	x	1%
Clc1ccccc1Nc1nc(-c2ccncc2)nc2ccccc12	7%	1%	1%	-1.2	4%[11.6 µM]	3%	0%	-6	-13%
COc1ccc(S(=O)(=O)N(C(=O)c2ccncc2)c2ccc(OC(=O)c3ccncc3)cc2)cc1	8%	u	18%	-0.3	0%	-22%	-19%	-3	-2%
CC(C)N(C)Cc1nnnn1CC(=O)N(C)Cc1cccc(Cl)c1	1%	0%	-20%	0.8	4%	2%	-10%	-1	-7%

The final 3 compounds of the section before open the next one:
SMILES	EPAC1 ag	aSyn yeast inh	FUS suppressor	IL-2 act	WRN helicase inh	PLK1 PBD inh	Abeta yeast res	PI5P4K alpha inh	EPAC1 antag
Clc1ccccc1Nc1nc(-c2ccncc2)nc2ccccc12	7%	1%	1%	-1.2	4%[11.6 µM]	3%	0%	-6	-13%
COc1ccc(S(=O)(=O)N(C(=O)c2ccncc2)c2ccc(OC(=O)c3ccncc3)cc2)cc1	8%	u	18%	-0.3	0%	-22%	-19%	-3	-2%
CC(C)N(C)Cc1nnnn1CC(=O)N(C)Cc1cccc(Cl)c1	1%	0%	-20%	0.8	4%	2%	-10%	-1	-7%
O=C(NC1=NCCS1)c1cc2ccccc2o1	6%	1%	-2%	-2.4	-8%	-6%	-10%	-6	-1%
CCOC(=O)C1CN(Cc2ccccc2)C(=O)C1=O (configuration not stated)	6%	-1%	-11%	-0.4	-32%	-7%	12%	-7	-10%
N#CC1=C(N)SC(N)=C(C#N)C1c1c(Cl)cccc1Cl	0%	2%	3%	0.0	-11%	u	-2%	-65*	2%
Cc1ccccc1OCc1nc2ccccc2c(=O)n1/N=C/c1c[nH]c2ccccc12	21%	-8%	21%	-3.1	-10%	-6%	-12%	8	u
CCC(C)(C)NS(=O)(=O)c1cc(CN2C(=O)c3cccnc3C2=O)ccc1OC	0%	1%	-22%	-1.1	-9%	-8%	-11%	-2	-6%
O=C(O)C(NC(=O)C1CCCN1C(=O)OCc1ccccc1)c1ccccc1 (configuration not stated)	-5%	2%	-21%	0.8	-6%	6%	13%	1	-4%

Bioassay records deposited in PubChem BioAssay by National Center for Advancing Translational Sciences (NCATS).
